Yeast superoxide: yeast age-related superoxide inhibition as caloric restriction mimetic; S. cerevisiae aged cells, superoxide DHE fluorescence; stronger effect = lower value; superoxide response (% of plate mean), % at 10 µM; 0.18% of 330,000 active; AID 2690;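 active = superoxide response under a set limit, about three screen SD below normal, cut at about 65% in these data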;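 also: yeast aged for seven days with compound at 30 °C before DHE staining; 100% = average MFI of all compound-treated wells on the plate with controls excluded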
JMJD2C inh: inhibitors of human GASC-1 (JMJD2C) demethylase | Q9H3R0 | inhibition, % at 2.35 µM | GST-JMJD2C(1-420) H3K9me3 demethylation, DELFIA europium | 0.069% of 330,000 active;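 active = more than half of a compound's replicate wells show inhibition beyond 50%, single wells judged on their own value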;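 also: signal counts dimethyl H3K9 product captured on neutravidin plate; 0% = median of DMSO wells and 100% = 0.3 times that DMSO median; strong numbers were not always called active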
Fh CTSL1 inh: blocks F. hepatica cathepsin L1 in PFM18AAP counter-screen | recombinant F. hepatica cathepsin L1, Z-Leu-Arg-MCA fluorescence | inhibition, % at 5.96 µM | 0.49% of 300,000 active | AID 1906;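 active = inhibition above the mean of all tested compounds plus 3 SD, set per screening campaign, cut at about 17% in these data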;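 also: 0% = plate median of test compound wells and 100% = 1 µM Z-Phe-Ala-diazomethylketone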
TPT1 inh: C. albicans TPT1 enzyme inhibition. recombinant caTPT1, FP RNA substrate dephosphorylation. inhibition, % at 5 µM. 0.81% of 300,000 active. AID 1962;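 active = inhibition above the mean of all tested compounds plus 3 SD, set per screening campaign, cut at about 24% in these data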;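 also: plate controls were DMSO alone for no effect and ferristatin control at 100 nM for full effect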
PP5 primary: blocks human protein phosphatase 5 activity; purified PP5c, OMFP substrate fluorescence; inhibition, % at 6.7 µM; 0.18% of 320,000 active;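 active = inhibition above the campaign's mean inhibition across all tested compounds plus 3 SD, cut at about 9.5% in these data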;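 also: 0% = DMSO only and 100% = 100 µM cantharidin control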
Target sequence (P53041 whole entry, looked up): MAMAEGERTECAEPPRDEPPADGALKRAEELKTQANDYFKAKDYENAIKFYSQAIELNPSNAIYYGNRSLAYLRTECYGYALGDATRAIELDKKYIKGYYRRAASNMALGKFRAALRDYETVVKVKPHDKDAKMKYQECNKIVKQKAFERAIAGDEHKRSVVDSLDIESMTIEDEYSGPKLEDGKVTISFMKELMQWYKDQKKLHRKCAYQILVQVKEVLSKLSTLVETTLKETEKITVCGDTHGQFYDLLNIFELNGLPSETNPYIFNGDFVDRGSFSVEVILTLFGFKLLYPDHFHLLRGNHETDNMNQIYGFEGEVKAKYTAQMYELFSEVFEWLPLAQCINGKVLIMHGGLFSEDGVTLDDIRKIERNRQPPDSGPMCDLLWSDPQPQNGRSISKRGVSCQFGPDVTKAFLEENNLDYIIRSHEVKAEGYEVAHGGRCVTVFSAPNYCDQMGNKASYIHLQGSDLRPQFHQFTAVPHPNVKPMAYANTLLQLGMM
PP1 inh: PP1-alpha (human) inhibition in PP5 counter-screen. inhibition, % at 6.7 µM. purified PP1alpha, OMFP fluorescence. 0.9% of 320,000 active. AID 2235. P62136;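 active = inhibition above the mean inhibition of all tested compounds plus 3 SD, computed separately for each screening campaign, cut at about 15% in these data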
Target sequence (P62136 whole entry, looked up): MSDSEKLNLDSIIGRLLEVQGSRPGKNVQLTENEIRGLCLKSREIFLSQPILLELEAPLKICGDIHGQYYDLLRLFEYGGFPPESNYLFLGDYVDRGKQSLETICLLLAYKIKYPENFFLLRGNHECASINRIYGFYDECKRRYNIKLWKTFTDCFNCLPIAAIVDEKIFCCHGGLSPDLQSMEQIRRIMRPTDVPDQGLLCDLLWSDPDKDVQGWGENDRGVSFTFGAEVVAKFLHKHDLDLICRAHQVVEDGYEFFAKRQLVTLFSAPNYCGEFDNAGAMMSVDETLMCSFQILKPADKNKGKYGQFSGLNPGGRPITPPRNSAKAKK
ZTA counter: counter-screen for EBNA-1 inhibitors: inhibitors of Epstein-Barr virus ZTA; P03206; ZTA-DNA binding, fluorescence polarization; inhibition, % at 11 µM; 0.15% of 320,000 active; in the data active = inhibition above about 33%
Target sequence (P03206 whole entry, looked up): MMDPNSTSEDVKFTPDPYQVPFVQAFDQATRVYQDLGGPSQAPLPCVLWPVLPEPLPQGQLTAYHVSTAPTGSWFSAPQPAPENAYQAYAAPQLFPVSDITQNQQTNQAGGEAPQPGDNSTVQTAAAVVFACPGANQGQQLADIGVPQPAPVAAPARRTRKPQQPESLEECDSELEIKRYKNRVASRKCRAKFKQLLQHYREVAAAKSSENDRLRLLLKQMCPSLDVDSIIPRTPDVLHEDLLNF
EBNA-1 inh: blocks EBNA-1 binding to DNA. AID 1950. EBNA-1 DNA binding, fluorescence polarization. inhibition, % at 14.8 µM. 0.34% of 300,000 active; in the data active = inhibition above about 28%
HCV core dimer: HCV core protein dimerization inhibition | TR-FRET GST/Flag-core106 dimerization, 1536-well | inhibition, % at 5 µM | 0.33% of 300,000 active | AID 1899;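 active = inhibition above the mean of all tested compounds plus 3 SD, set per screening campaign, cut at about 45% in these data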
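System: GST/Flag-tagged HCV core106 proteins. Incubation: compound-protein-antibody incubation 4 h at 22.5 °C. Technique: HTRF with 340 nm excitation, 617/671 nm emission. Medium: KF-containing HEPES buffer, pH 7.45, DTT, CHAPS, BSA. Read-out: inhibition (%) from 671 over 617 nm ratio. Also added: Eu(K)-anti-GST 90 ng/mL plus XL665-anti-Flag 1 µg/mL.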
* hit, by the source's call; nt = not tested or not shown.

SMILES | Yeast superoxide | JMJD2C inh | Fh CTSL1 inh | TPT1 inh | PP5 primary | PP1 inh | ZTA counter | EBNA-1 inh | HCV core dimer
Cc1csc(NC(=O)c2cccs2)n1 | 84 | -7 | 1 | 0 | 2.9 | -4 | 13 | -3 | -4
Cc1ccc(NC(=O)N2CCSc3ccccc32)cc1 | 78 | -8 | 2 | -5 | -0.3 | 1 | 1 | 5 | 0
COC(=O)c1ccc([C@@H]2C[C@H]3CN(Cc4cccnc4)C(=O)[C@]34CCCN24)cc1 | 102 | -12 | 0 | 1 | -0.3 | 1 | -3 | -3 | -3
CC(=O)Nc1ccc(S(=O)(=O)Oc2ccc(C=O)cc2)cc1 | 106 | -14 | 5 | 1 | 0.3 | -2 | 3 | 5 | -2
CCOc1ccc(NC(=O)CN2CCN(CC(=O)Nc3cccc(F)c3)CC2)cc1 | 94 | -5 | 0 | -1 | 1.0 | -2 | -12 | -1 | -4
COc1ccc(N2CCN(C(=O)CSc3nnc(Cn4nnc5ccccc54)n3C)CC2)cc1 | 85 | 7 | -2 | 0 | 3.1 | -1 | -3 | 6 | -11
Cc1cccc(C(=O)Nc2ccc(C(=O)N/N=C/c3ccco3)cc2)c1 | 110 | -1 | 2 | 0 | -0.5 | -6 | 0 | 2 | 8
COC(=O)C1=C(C)N(C)C(=O)/C1=C\c1cccs1 | 115 | -4 | -1 | -4 | 0.1 | -3 | 4 | 3 | -2
COc1cc(Cl)ccc1OCc1cc(C(=O)N2CCCCC2c2cccnc2)no1 (centres undefined) | 91 | 22 | 0 | -1 | 1.3 | 1 | -13 | 5 | -6
O=C(c1ccoc1)N1CCCC(N2CCN(c3ccc(F)cc3)CC2)C1 (centres undefined) | 93 | 0 | 1 | -1 | 2.1 | 0 | -5 | -3 | 1
COc1ccc([N+](=O)[O-])cc1C1NN=C(c2cccc3ccccc23)S1 (centres undefined) | 103 | 1 | -1 | -2 | 0.4 | -3 | -11 | -2 | 15
Cc1ccc2oc(C(=O)Nc3ccc(S(=O)(=O)Nc4ncccn4)cc3)c(C)c2c1 | 89 | -15 | 8 | -2 | -3.3 | -6 | -1 | 6 | -7
Cc1ccc(S(=O)(=O)N2CCOCC2)cc1C(=O)N1CC(C)OC(C)C1 (centres undefined) | 124 | -106 | 3 | -1 | 0.9 | -2 | -10 | -14 | -3
CC(C)=CC(=O)OCC(=O)Nc1ccc(SC(F)F)cc1 | 101 | 6 | -4 | -1 | -0.4 | 2 | -9 | 11 | 0
CSc1ccc(NC(=O)c2cccnc2)cc1C#N | 91 | -1 | 0 | -2 | 2.6 | 0 | -4 | 8 | -18
Cc1onc(-c2ccccc2Cl)c1C(=O)NCc1ccccn1 | 106 | 3 | -2 | -2 | 0.7 | -4 | 6 | 11 | -6
N/C(=N\OC(=O)COc1ccc(Br)cc1)c1cccc([N+](=O)[O-])c1 | 97 | 5 | -7 | 1 | 1.6 | -3 | 15 | -3 | -2
Cc1cc(C)cc(OCC(=O)OCC(=O)Nc2cc(C)nn2-c2ccccc2)c1 | 119 | 1 | nt | nt | -2.2 | -1 | 13 | nt | nt
O=S(=O)(Nc1ccccn1)c1ccc(C(F)(F)F)cc1Cl | 97 | 8 | 0 | -1 | -2.4 | 0 | -9 | -3 | 0
CCOc1cc(/C=N/O)ccc1OCc1ccccc1F | 95 | -3 | 8 | -3 | -2.0 | 4 | -12 | 0 | -16
CCOC(=O)C1Cc2c([nH]c3ccccc23)CN1 (centres undefined) | 77 | 7 | 3 | 3 | -1.5 | -2 | -7 | -3 | -2
CC(c1nccs1)N(C)C(=O)c1ccc(OC2CCN(CCc3ccccc3)CC2)cc1 (centres undefined) | 99 | -2 | -1 | 0 | 1.2 | -3 | -7 | 0 | 1
COc1cccc(N2CCN(Cc3nc4scc(-c5ccccc5)c4c(=O)[nH]3)CC2)c1 | 75 | 8 | -1 | 5 | 1.9 | 12 | 10 | 1 | 2
O=CN1CCN(C(=O)COc2ccc(Cl)cc2Br)CC1 | 75 | 6 | 3 | -3 | 0.9 | -2 | -7 | 3 | -18
COC(=O)c1ccc2c(=O)n(CC3CCCO3)c(SCC(=O)NCCc3ccc(S(N)(=O)=O)cc3)nc2c1 (centres undefined) | 112 | 1 | -13 | 1 | -0.9 | -7 | 6 | -2 | 0

(next part)
SMILES | Yeast superoxide | JMJD2C inh | Fh CTSL1 inh | TPT1 inh | PP5 primary | PP1 inh | ZTA counter | EBNA-1 inh | HCV core dimer
Cc1c(NC(=O)c2ccc(NC(=O)C3CC3)cc2)cccc1C(=O)O | 100 | -4 | -1 | 3 | -0.5 | -1 | 13 | -6 | 8
CCCCCCc1c(C)[nH]c2nc3ccccc3n2c1=O | 113 | 2 | 6 | -2 | -1.6 | 0 | 10 | 6 | 5
O=C1CC(c2ccccc2Oc2cccc(Cl)c2)C(n2cncn2)C(=O)C1C1NCCc2ccccc21 (centres undefined) | 95 | -9 | 2 | 4 | 2.0 | 11 | 15 | 4 | 0
C/C(=N/NC(=O)Nc1ccccc1)c1ccc(C)cc1 | 103 | -1 | -1 | -4 | 3.4 | 1 | -16 | -1 | 1
Cc1[nH]n(-c2ccccc2)c(=O)c1N=Nc1ccc(C(N)=O)cc1 | 116 | -14 | -1 | 0 | 1.0 | 0 | -16 | -8 | -3
O=C1NC2(CCCCO2)CO1 (centres undefined) | 95 | -1 | -1 | 2 | 3.1 | -8 | 6 | -3 | -9
CCOC(=O)c1c(N)sc2c(NC(C)=O)cccc12 | 100 | -6 | -3 | -1 | 0.4 | 0 | 9 | 10 | 3
C=CCN(CC=C)Cc1nc(N)nc(Nc2ccccc2C)n1 | 101 | -16 | -4 | 0 | 0.2 | 4 | -20 | 4 | 0
Cc1ccc(S(=O)(=O)CCC(=O)OCC(=O)c2cc(C)n(C)c2C)cc1 | 88 | 1 | nt | nt | 1.8 | 0 | -1 | nt | nt
CCOCCCNc1nc2c(c(=O)n(C)c(=O)n2C)n1CCCc1ccccc1 | 96 | -2 | 2 | -2 | 0.6 | 1 | -9 | 8 | -4
CN(C)C(=S)Nc1cccc(C(F)(F)F)c1 | 104 | 6 | -1 | -3 | 4.3 | 0 | -21 | -6 | -3
CNC(=O)COc1ccccc1C(=O)Nc1ccc2c(c1)oc1ccccc12 | 122 | 5 | 1 | -4 | -0.9 | -7 | -6 | 8 | 1
COC(=O)c1cc2sccc2n1CC(=O)Nc1cc(OC)cc(OC)c1 | 106 | 1 | 1 | -1 | 0.5 | 1 | -6 | 2 | 0
Cc1cc(F)ccc1S(=O)(=O)N1CCCOC1CNC(=O)C(=O)NCCCN1CCOCC1 (centres undefined) | 103 | -3 | -1 | 6 | 2.2 | 3 | -6 | 4 | 1
Cc1c(C(=O)N2CCCC2)oc2c1-c1[nH]ncc1CC2 | 101 | 32 | -4 | 1 | 1.7 | -2 | -2 | -8 | -3
CC(C(=O)N1CCCC1)N1CCN(S(=O)(=O)c2ccc(OC(F)(F)F)cc2)CC1 (centres undefined) | 103 | -1 | nt | nt | -2.0 | -3 | 3 | nt | nt
Cc1ccccc1-c1nc(CS(=O)(=O)CC(=O)NCCCN2CCCC2=O)c(C)o1 | 91 | 3 | -8 | 0 | 0.2 | -2 | -16 | 0 | -5
O=C(CCC(=O)Nc1ccccc1)N/N=C/C=C/c1ccccc1 | 81 | -3 | 2 | -2 | 0.5 | 0 | -13 | 1 | -5
COc1ccc(-c2noc(C3CCCN(C(=O)c4cccc(C)c4)C3)n2)cc1 (centres undefined) | 90 | 4 | 4 | -3 | 4.1 | -6 | 2 | 2 | -1
O=C(CC12CC3CC(CC(C3)C1)C2)Nc1ccccc1N1CCOCC1 | 85 | -6 | -4 | 2 | -1.2 | 0 | -21 | 1 | 0
COc1cccc(NC(=O)CCN2C(=O)c3cccc([N+](=O)[O-])c3C2=O)c1 | 97 | 0 | -2 | -1 | 0.6 | 2 | -8 | 8 | 2
CC1(C)C2CCC1(C)C(OC(=O)CC(=O)O)C2 (centres undefined) | 123 | -1 | 0 | -4 | 0.5 | 2 | -1 | -5 | 1
CCc1ccccc1NC(=O)Nc1cccs1 | 89 | -31 | -2 | 2 | 3.0 | 3 | 1 | -5 | -9
O=C1NC(=S)N/C1=C/c1cccnc1 | 106 | 23 | 0 | -4 | 3.1 | -1 | -6 | 4 | -5
COC(=O)C1=C(C)N(c2cc(C)cc(C)c2)/C(=C/c2ccc(O)cc2)C1=O | 115 | -5 | -2 | 2 | 3.1 | 2 | 1 | -2 | 12

By substructure: the compounds so far containing a Cl atom.
SMILES | Yeast superoxide | JMJD2C inh | Fh CTSL1 inh | TPT1 inh | PP5 primary | PP1 inh | ZTA counter | EBNA-1 inh | HCV core dimer
COc1cc(Cl)ccc1OCc1cc(C(=O)N2CCCCC2c2cccnc2)no1 (centres undefined) | 91 | 22 | 0 | -1 | 1.3 | 1 | -13 | 5 | -6
Cc1onc(-c2ccccc2Cl)c1C(=O)NCc1ccccn1 | 106 | 3 | -2 | -2 | 0.7 | -4 | 6 | 11 | -6
O=S(=O)(Nc1ccccn1)c1ccc(C(F)(F)F)cc1Cl | 97 | 8 | 0 | -1 | -2.4 | 0 | -9 | -3 | 0
O=CN1CCN(C(=O)COc2ccc(Cl)cc2Br)CC1 | 75 | 6 | 3 | -3 | 0.9 | -2 | -7 | 3 | -18
O=C1CC(c2ccccc2Oc2cccc(Cl)c2)C(n2cncn2)C(=O)C1C1NCCc2ccccc21 (centres undefined) | 95 | -9 | 2 | 4 | 2.0 | 11 | 15 | 4 | 0

Continuation:
SMILES | Yeast superoxide | JMJD2C inh | Fh CTSL1 inh | TPT1 inh | PP5 primary | PP1 inh | ZTA counter | EBNA-1 inh | HCV core dimer
COC(=O)c1ccc(NC(=O)C(=O)N2CCN(C(=S)Nc3cccc(OC)c3)CC2)cc1 | 97 | 2 | -3 | 1 | 1.2 | 3 | -3 | 11 | -8
CCCCn1nc2cc(C(=O)NCC3CC3)ccc2c1OCC | 99 | 6 | -4 | -2 | -0.1 | -1 | 12 | 7 | 4
Cc1sc(NC(=O)c2ccccc2)c(C(=O)c2ccccc2)c1C | 122 | 11 | 0 | -4 | 2.4 | 0 | 8 | -7 | -4
COC(C[C@H]1O[C@@H]1C(=O)COCc1ccccc1)OC | nt | 3 | -2 | -1 | 0.7 | 0 | -2 | -4 | -4
C(=N\n1cncn1)/c1ccc(N2CCOCC2)cc1 | 99 | -9 | 6 | -1 | 2.0 | -2 | 0 | -6 | 3
Cc1nn(-c2ccccc2Cl)c(Cl)c1/C=C(\C#N)C(N)=O | 79 | -9 | 5 | -1 | -1.5 | 0 | 13 | 8 | -4
Cc1ccc2c(Cl)c(C(=O)N/N=C/c3cccn3C)sc2c1 | 85 | 0 | 0 | 4 | 3.1 | 1 | -2 | -6 | -6
O=C(COC(=O)CNC(=O)c1ccc(Cl)cc1)Nc1cccc(S(=O)(=O)N2CCCC2)c1 | 98 | -12 | -2 | 2 | -1.1 | 0 | -13 | -7 | 2
COc1ccccc1NS(=O)(=O)c1ccc2c(c1)CCN2C(=O)CCC(=O)O | 94 | 2 | 12 | 0 | 0.9 | -2 | -12 | -12 | -8
CC(=O)c1cccc(NC(=O)C(NC(C)C)c2ccccc2)c1 (centres undefined) | 99 | 3 | -1 | -3 | -0.5 | -1 | 13 | 3 | 3
O=C(CC(Sc1ccc(Br)cc1)C(=O)O)c1ccc(F)cc1 (centres undefined) | 100 | 1 | 6 | 0 | 1.1 | 1 | 11 | 3 | 1
CN(C)CC1CCCCC1OC(=O)c1ccc(Cl)cc1Cl (centres undefined) | 88 | 2 | -4 | -3 | 2.7 | 0 | -7 | 14 | -1
CCN(CC)c1ccc(C=Nc2cc(C)cc(C)c2)c(O)c1 | 105 | 4 | 3 | 0 | 1.1 | 3 | 14 | -3 | 4
CCOC(=O)C1CCN(S(=O)(=O)c2cccc(-c3cn4cc(C)ccc4n3)c2)CC1 | 99 | 6 | 2 | -3 | -0.7 | 1 | 9 | 9 | 15

Assay outcomes from PubChem BioAssay.
